# Assay outcomes: PubChem, National Center for Advancing Translational Sciences (NCATS)
# GALK inhibitor: qHTS Assay for Inhibitors of Human Galactokinase (GALK). P51570. Purified GALK, Kinase-Glo residual ATP luminescence. Potency, µM (top dose mostly 57.5 µM), without a hit: at the highest dose activity change, negative = inhibition, usual class: inhibitors. 270,000 tested, 0.007% active; note: potency is the fitted concentration of half-maximal effect
#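 Kinase-Glo Plus luminescence measured ATP left after a 1 h room-temperature reaction. The reaction used 5 nM GALK, 100 uM galactose and 35 uM ATP at pH 8.0 (20 mM HEPES, 5 mM MgCl2, 60 mM NaCl, 1 mM DTT, 0.01% BSA).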
# KCNH2 3.1 inh: qHTS for Inhibitors of KCHN2 3.1: Mutant qHTS; AID 720553, 2013; activity change, % (tested at about 1.8 µM); Potassium voltage-gated channel subfamily H member 2, brain isoform KCNH2 3.1 (human); U2OS KCNH2 3.1, thallium flux FluxOr; stronger effect = lower value; 340,000 tested, 0.95% active;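 active = maximum activity change below -70%; inconclusive = maximum activity change from -70% to -50%; inactive = maximum activity change above -50%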;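 note: thallium influx rate constant from kinetic fluorescence after stimulation buffer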
#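 Virally transduced U2OS (3.1 isoform, 4 h infection in dark at RT) → overnight 37 C → FluxOr + Red40 in HBSS/HEPES, 45 min → stimulation buffer, 2 min kinetic read → rate constant vs DMSO controls.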
# hERG WT inh: qHTS for Inhibitors of KCHN2 3.1: Wildtype qHTS. Voltage-gated inwardly rectifying potassium channel KCNH2 (Homo sapiens), Q12809. U2OS, BacMam KCNH2, thallium flux FluxOr; stronger effect = lower value. AID 720551, 2013. 340,000 tested, 0.37% active. activity change, % at 1.84 µM;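 active = maximum activity change below -70%; inconclusive = maximum activity change between -70% and -50%; inactive = maximum activity change above -50%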
#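 U2OS cells transduced with wild-type KCNH2 virus are loaded with FluxOr dye for 45 min, and thallium flux is measured in kinetic reads before and after stimulation buffer. Rate constants are normalized to DMSO controls.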
# Eya2 inh: qHTS Assay for Inhibitors of the Phosphatase Activity of Eya2; recombinant Eya2, OMFP fluorescence dephosphorylation (OMFP is methylfluorescein phosphate); AID 488837, 2010; Potency, µM (titrated, usually from 76.9 µM), without a hit: at the highest dose activity, negative = inhibition, actives largely listed as inhibitors; Protein phosphatase EYA2 (Homo sapiens), O00167; 330,000 tested, 0.006% active; note: potency is the fitted concentration of half-maximal effect
# Target sequence (O00167 whole entry, looked up): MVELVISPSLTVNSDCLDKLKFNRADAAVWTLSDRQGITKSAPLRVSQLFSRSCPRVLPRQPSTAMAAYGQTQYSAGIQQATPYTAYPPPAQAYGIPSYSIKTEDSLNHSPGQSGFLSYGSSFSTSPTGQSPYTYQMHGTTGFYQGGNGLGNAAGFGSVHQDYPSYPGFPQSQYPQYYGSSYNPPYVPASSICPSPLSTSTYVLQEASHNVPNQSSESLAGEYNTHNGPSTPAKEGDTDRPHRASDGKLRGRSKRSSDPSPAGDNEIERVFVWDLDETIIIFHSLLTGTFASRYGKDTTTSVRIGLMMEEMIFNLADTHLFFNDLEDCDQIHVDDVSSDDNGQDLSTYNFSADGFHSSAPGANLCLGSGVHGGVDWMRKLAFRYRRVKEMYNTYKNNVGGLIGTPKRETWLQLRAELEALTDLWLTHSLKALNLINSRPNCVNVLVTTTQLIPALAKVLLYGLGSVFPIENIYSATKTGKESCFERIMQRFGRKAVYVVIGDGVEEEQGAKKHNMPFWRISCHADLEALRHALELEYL
#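 Eya2 protein (added as 0.2 uM solution) was preincubated with compound for 10 min at ambient temperature in 50 mM HEPES pH 7.5, 50 mM NaCl, 5 uM MgCl2, 0.05% BSA, 1 mM DTT. OMFP (added at 50 uM) then reacted 10 min; fluorescence read at 485/525 nm.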
# PKM2 activator: qHTS Assay for Activators of Human Muscle isoform 2 Pyruvate Kinase | Pyruvate kinase PKM (Homo sapiens), P14618 | Potency, µM (titrated, usually from 57.5 µM), for inactives: top-dose activation, usual class: activators | AID 1631, 2009 | 260,000 tested, 0.34% active | purified PKM2, Kinase-Glo ATP luminescence, activation; response scale: 0% is enzyme alone, no compound; note: potency is the fitted concentration of half-maximal effect; nearly all actives have a fitted effect of over 55% in size
# Target sequence (P14618 whole entry, looked up, canonical isoform): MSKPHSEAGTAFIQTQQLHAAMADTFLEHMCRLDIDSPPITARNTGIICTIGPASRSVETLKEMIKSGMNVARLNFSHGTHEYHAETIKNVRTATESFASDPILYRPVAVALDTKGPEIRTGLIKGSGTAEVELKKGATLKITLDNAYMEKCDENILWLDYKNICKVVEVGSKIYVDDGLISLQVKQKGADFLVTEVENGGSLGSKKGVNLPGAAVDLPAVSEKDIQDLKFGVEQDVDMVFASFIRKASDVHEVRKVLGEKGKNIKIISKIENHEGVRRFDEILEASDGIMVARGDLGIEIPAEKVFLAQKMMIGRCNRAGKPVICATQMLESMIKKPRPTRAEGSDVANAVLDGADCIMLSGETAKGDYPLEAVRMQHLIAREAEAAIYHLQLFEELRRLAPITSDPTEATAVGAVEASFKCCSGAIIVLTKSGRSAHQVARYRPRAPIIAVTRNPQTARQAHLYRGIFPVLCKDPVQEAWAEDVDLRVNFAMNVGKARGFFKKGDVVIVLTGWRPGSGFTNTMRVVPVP
#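 hPK-M2, >95% pure; 0.1 mM ADP / 0.5 mM PEP final; imidazole pH7.2 buffer w/ 7 mM MgCl2, 50 mM KCl; 1 h RT; Kinase-Glo lum. Intermediate enzyme activity for dual inhibitor/activator qHTS.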
# FBPA coupling cs: qHTS Assay for Inhibitors of Fructose-1,6-bisphosphate Aldolase from Giardia Lamblia: Coupling assay counterscreen | coupling enzyme system counterscreen, AmpLite Red fluorescence | activity change, negative = inhibition, % at 58.2 µM, hits read low | 290,000 tested, 0.67% active | AID 2472, 2010; in the data active = activity change below about -30%
#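 First, compound is pin-transferred into glyceraldehyde-3-phosphate coupling-enzyme reagent at 57.5 uM final and held 10 min at RT. Next, substrate, coupling system and AmpLite Red are added. After 20 min RT, fluorescence (525/598 nm) is read.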
# USP2a inh: qHTS Assay for Inhibitors of Ubiquitin-specific Protease USP2a Using CHOP2 as the Reporter | Potency, µM (series often up to 38.3 µM), without a hit: at the highest dose activity change, negative = inhibition, actives largely listed as inhibitors | Ubiquitin carboxyl-terminal hydrolase 2 (Homo sapiens), O75604 | 330,000 tested, 0.01% active | AID 463254, 2010 | USP2 core, Ub-CHOP2 coupled fluorogenic reporter, 485/531;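 note: potency is the fitted concentration of half-maximal effect; plate controls were DMSO wells for no effect and full inhibition by NEM control for full effect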
#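 Deubiquitinase activity read as fluorescence (485/531 nm) after Ub-CHOP2 cleavage activates the enterokinase reporter on its substrate; USP2 core 10nM, Ub-CHOP2 and substrate 25nM each, 30min compound preincubation then 60min RT; data normalized to NEM, curves fitted.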
# B2AR arrestin: qHTS assay of beta-arrestin-biased ligands of beta2-adrenergic receptor; Beta-2 adrenergic receptor (Homo sapiens), P07550; beta-arrestin recruitment to beta2AR, cell-based reporter; Potency, µM (doses to about 46.1 µM), for the others: top-dose activation, most hits filed as activators; 330,000 tested, 0.02% active; AID 492947, 2010;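 note: potency is the fitted concentration of half-maximal effect; 0% = DMSO controls and full agonism = EC100 isoproterenol or metaproterenol; nearly all actives have a fitted effect of over 65% in size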
# BCR signal inh: qHTS Assay to Find Inhibitors of Chronic Active B-Cell Receptor Signaling | ABC-DLBCL IkBa-CBG/CBR reporter, luminescence ratio, 4 h | Potency, µM (top dose mostly 46.1 µM), for inactives: at the top dose ratio change, negative = lower green/red ratio, most hits filed as inhibitors | 340,000 tested, 0.05% active | AID 493014, 2011; active = well fitted inhibition curve with a large enough effect in the signal ratio, with a control signal flat, not every such curve was filed as active; inconclusive = small, poorly fitted or top-dose-only effect, or effect the other way, or a change in a side signal; the % refers to the signal ratio;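 note: potency is the fitted concentration of half-maximal effect; plate controls were basal doxycycline-induced cells for no effect and cells given 10 µM MG132 for full effect; MG132 reads +100%, hits lower the ratio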
#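 Cell line TMD8 (human ABC DLBCL), stably expressing tet-inducible CBG68-IkBa fusion and CBR; IMDM/0.5% FBS; cpd up to 46 uM; dox induction, 4 h, 37C/5% CO2; dual luminescence; green/red ratio; MG132 control.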
# uPA surface inh: qHTS for Inhibitors of Cell Surface uPA Generation | cell surface uPA generation assay, qHTS | Potency, µM (series often up to 38.3 µM), for the others: top-dose activity change, negative = inhibition, most hits filed as inhibitors | AID 540303, 2011 | 330,000 tested, 0.31% active; active = well fitted inhibition curve with a large enough effect; inconclusive = small, poorly fitted or top-dose-only effect; inactive = no such curve, though single readings can be large or run the other way; tested in mouse RAW 264.7 cells; note: potency is the fitted concentration of half-maximal effect; nearly all actives have a fitted effect of over 55% in size
# Giardia kill: Small Molecules that selectively kill Giardia lamblia: qHTS | activity change, % at 7.66 µM, hits read low | 340,000 tested, 0.15% active | Giardia lamblia trophozoite viability; in the data active = activity change below about -80%; inconclusive = between about -30% and that limit;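 note: parasites exposed to compound for two days anaerobically before the ATP read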
#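 Luminescence from cellular ATP indicates surviving trophozoites (100 cells/well) following 48 hrs anaerobic compound treatment at 37 deg C; signal develops 15-30 min at room temperature.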
# * hit, by the source's call; ? = inconclusive; · = no result given; [ ] = another dose, or the depositor's remark. Unless noted, calls come from the whole dose curve; as a rule, active = well fitted curve in the direction sought with a large enough effect; inconclusive = small, poorly fitted or top-dose-only effect, or another doubt; inactive = no such curve, though single readings can be large; an effect the other way counts as inactive or inconclusive. Unless noted, % is set by controls: 0 for no effect and ±100 for the full control effect.
SMILES,GALK inhibitor,KCNH2 3.1 inh,hERG WT inh,Eya2 inh,PKM2 activator,FBPA coupling cs,USP2a inh,B2AR arrestin,BCR signal inh,uPA surface inh,Giardia kill
CCCCOC(=O)n1c(=O)oc2cc(S(=O)(=O)N3CCCCC3)ccc21,-3%,1,11,-21%,-6%,4,1%,0.0%,?,-19%,4
CC(=O)c1ccc(-c2nnc(CCC(=O)N(C)Cc3c(C)nc4ccccn34)o2)s1,0%,-13,2,10%,8%,-1,-1%,-0.9%,12%,-4%,-6
Cc1ccc(NC(=O)c2ccc(S(=O)(=O)N3CCCC3)cc2)nc1,·,-6,-18,6%,·,·,2%,-0.1%,?,-2%,-8
COc1cc2c(cc1OC)/C(=C/C(=O)N1CCOCC1)NC(C)(C)C2,-1%,9,-5,-3%,25µM*,2,-2%,1.1%,-16%,-4%,0
CC(=O)Nc1ccc(S(=O)(=O)N(C)CC(=O)NCCOc2ccccc2)cc1,·,2,4,5%,·,·,-2%,-0.9%,0%,1%,5
COc1ccc(OC)c(S(=O)(=O)Nc2cccc(-c3ccc4nncn4n3)c2)c1,7%,·,-12,22%,14%,2,0%,0.0%,?,-4%,13
COc1ccc(S(=O)(=O)n2c(CCN3CCOCC3)nc3ccccc32)cc1,0%,-9,30,-4%,-18%,-3,3%,-0.1%,?,1%,3
Nc1nccc(-c2ccc(-n3cnc4ccccc43)cc2)n1,-3%,-1,0,7%,-5%,-6,0%,0.2%,?,10%,-4
CCN(C(=O)CSc1nnc2c3ccccc3n(CC)c2n1)C1CCS(=O)(=O)C1 (configuration not stated),1%,11,-4,-9%,-3%,2,6%,-1.0%,1%,-2%,18
O=C(CCCOc1ccc(Cl)cc1Cl)NCCc1ccccn1,0%,-3,-5,18%,·,-2,2%,-0.7%,-12%,3%,4
O=C(N/N=C\c1ccco1)c1cncc(Br)c1,·,·,·,9%,-8%,5,-1%,-1.5%,-10%,·,·
NC(=S)N/N=C/c1c(O)ccc2ccccc12,·,2,-6,-12%,-15%,-6,-3%,-0.8%,2%,?,9
COc1ccc(NC(=O)CN2CCN(c3nc(-c4cccc(OC)c4)cs3)CC2)cc1,-4%,5,2,-12%,4%,-4,0%,-0.3%,?,0%,12
O=C(CSc1nc2c(cnn2-c2cccc(Cl)c2)c(=O)[nH]1)NCC1CCCO1 (configuration not stated),·,-9,-5,-6%,·,·,1%,-0.1%,4%,-8%,18
Cc1csc(SCC(=O)NC(=O)NC(C)(C)C)n1,-1%,16,0,?,-2%,-1,0%,0.6%,1%,1%,18
CCN(C(=O)COC(=O)CNC(=O)c1ccc(C)cc1)c1c(N)n(Cc2ccccc2)c(=O)[nH]c1=O,·,22,8,-7%,·,·,1%,-0.1%,1%,11%,12
Cc1c(Cl)cccc1NC(=O)COC(=O)Cc1ccsc1,·,-2,-5,-4%,·,·,3%,0.5%,1%,11%,5
O=C(NCc1ccco1)c1ccccc1Br,0%,-7,-8,0%,-2%,-2,0%,-0.2%,3%,-4%,5
CN(C)CC(C)(C)CNS(=O)(=O)CC12CCC(CC1=O)C2(C)C (configuration not stated),1%,1,10,-7%,0%,1,-7%,-0.1%,3%,-1%,17
COc1cc(OC)c(NS(=O)(=O)c2coc(C(N)=O)c2)cc1Cl,2%,-4,1,-14%,10%,0,0%,-0.2%,2%,-9%,10
CCCc1cc(=O)oc2cc(C)cc(OCC(=O)NCC(O)c3ccccc3)c12 (configuration not stated),0%,-5,-6,-16%,14%[0.46 µM],0,5%,0.0%,-3%,1%,8
COc1ccc2ccc(=O)oc2c1CC(=O)C(C)C,·,-16,3,4%,·,·,0%,-0.8%,?,-15%,-15
COc1cc(NC(=O)c2cccc(F)c2)ccc1NC(=O)c1cc2ccccc2o1,-1%,-13,-1,11%,·,0,-2%,0.4%,4%,3%,7
Cc1ccc(S(=O)(=O)N2CCC(=O)N(C(COCc3cccc(C(F)(F)F)c3)Cc3ccccc3)CC2)cc1 (configuration not stated),·,-29,12,-10%,3%,-4,2%,-0.9%,3%,-8%,6
CCOC(=O)c1ccc(NC(=O)NCc2c(C)nn(CC)c2C)cc1,5%,8,-20,-17%,0%,1,0%,0.0%,8%,-1%,3
CCOC(=O)C1=C(c2ccccc2)NC(=O)NC1c1ccc(OCC#N)c(OC)c1 (configuration not stated),0%,-3,17,2%,7%,-7,-1%,1.1%,-3%,1%,7
CC(C)C(=O)Nc1ncc(C(F)(F)F)cc1Cl,-1%,8,0,9%,0%,1,2%,-0.2%,1%,-2%,6
O=S(=O)(Nc1ccccc1N1CCCCC1)c1ccc(F)cc1,·,-1,3,-9%,?,-12,-5%,-0.6%,11%,5%,23
COc1ccc(-c2sccc2C(C)C(=O)O)cc1 (configuration not stated),1%,-2,11,-10%,-2%,7,1%,-1.3%,2%,-4%,8
Cc1cccc(C(=O)NC(=S)NNC(=O)COc2c(C)cccc2C)c1,2%,-2,1,6%,-5%,9,1%,2.2%,?,7%,7
COC(=O)c1cc2ccsc2n1Cc1cccc(F)c1,1%,4,-8,1%,-5%,7,0%,4.2%,?,?,-3
Cc1ccc(NC(=O)COC(=O)/C=C/c2cccs2)c(C)c1,2%,-6,4,1%,-1%,5,4%,-0.4%,-1%,-2%,50[activator]
CS(=O)(=O)Nc1ccc(C(=O)NCCC2=CCCCC2)cc1,9%,-8,2,·,3%,1,·,·,·,0%,1
O=C(CSc1nnc(COc2ccccc2)o1)c1ccccc1,-1%,-99*,5,17%,1%,2,1%,0.4%,23%,·,1
COc1ccc(S(=O)(=O)N(CC(=O)Nc2ccccc2C(=O)N2CCOCC2)c2ccc(F)cc2)cc1,-2%,4,35,-4%,1%,·,3%,-0.1%,-1%,-6%,1
CCc1ccc(NC(=O)C2CCCN(S(=O)(=O)c3ccc4c(c3)CC(C)N4C(C)=O)C2)cc1 (configuration not stated),·,-16,0,0%,6%,-1,2%,-0.4%,-11%,-15%,0
CNC(C)C(=O)NC(C(=O)N1CCCC1C(=O)NNc1ccccc1)C(C)C (configuration not stated),·,15,1,11%,·,·,1%,-0.1%,?,?,36[activator]
Cc1ccc(NC(=O)[C@H](C)NC(=O)C2CCN(C(=O)[C@@H](N)C(C)C)CC2)cc1,-1%,-3,7,14%,·,2,0%,-0.2%,5%,12%,-6
CC1CCN(c2c(NCc3ccc(C(=O)NCc4cccnc4)cc3)c(=O)c2=O)CC1,-1%,3,-8,1%,2%,0,0%,-0.8%,?,0%,-23
CCOC(=O)C1CCCN(c2cc(C)nc3cc(-c4ccc(F)cc4)nn23)C1 (configuration not stated),3%,-21,8,-7%,15%,-7,-4%,-0.1%,-13%,-11%,-5
CC1(C)Cc2ccccc2C(=NCCCC(=O)O)N1,0%,-12,6,17%,-6%,6,1%,-0.1%,-4%,-5%,-3
O=S(=O)(NC1CCCCC1)c1ccc(-c2csnn2)s1,-3%,6,0,9%,-2%,-2,5%,-0.2%,7%,6%,3
Oc1[nH]c(=S)sc1C=C1N=c2ccccc2=N1,·,-7,2,14%,-57%,-2,0%,0.3%,?,0%,3
CCN(CC)CCN(C(=O)c1c(F)cccc1F)c1nc2cc(C)cc(C)c2s1,-1%,-9,14,-23%,3%,-4,-7%,0.0%,-9%,11%,-23
O=C(Nc1ccnn1C1CCN(Cc2cccnc2)CC1)c1ccccc1Cl,-3%,-1,24,5%,0%,·,1%,0.2%,0%,9%,18
Cc1cc(NC(=O)c2cc(-c3cccs3)nc3ccccc23)no1,0%,-1,-4,14%,1%,-4,-2%,0.3%,?,?,-14
Cc1cccc(NC(=O)CSCC(=O)Nc2ccc(S(=O)(=O)N3CCCC3)cc2)c1,·,1,2,1%,·,·,0%,0.2%,-1%,-6%,-6
O=C(N/N=C/c1cccc(Oc2ccccc2)c1)c1ccccc1F,4%,·,·,-2%,5%,-17,-16%,-0.4%,?,·,·
